ERK EGF block = inhibitors of EGF-stimulated ERK signaling pathway; hit rate 0.41% among 130,000; Potency, µM (highest dose often 11.5 µM), inactives show top-dose activity change, negative = inhibition, actives largely listed as inhibitors; AID 1454; HEK293-V1b, EGF-stimulated phospho-ERK AlphaScreen; active means well fitted inhibition curve with a large enough effect; inconclusive means small, poorly fitted or top-dose-only effect, or effect the other way;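 further: plate controls were stimulated vehicle wells for no effect and unstimulated vehicle basal for full effect; nearly all actives have a fitted effect of over 55% in size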
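After overnight plating in 1% FBS, HEK293-V1b cells received test compound for half an hour, then a 5 min pulse of EGF (25 nM); ERK phosphorylation in lysates was read by bead-based AlphaScreen.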
* hit, by the source's call; ? = inconclusive; [ ] = dose if it differs, or a comment. Potency means the concentration at half of the fitted maximal effect. The list is partial; count on the stated rates, not on these rows.

SMILES	ERK EGF block
Nn1c(SCc2ccc(Br)cc2)nnc1-c1ccncc1	-1.7%
CCN(CC)CCN(C(=O)c1ccc(Br)s1)c1nc2cc3c(cc2s1)OCO3	-7.7%
CCOc1cc(/C=C2\SC(=S)N(C(C(=O)O)c3ccccc3)C2=O)ccc1O (stereo not drawn)	?
S=C(NCCc1ccccc1)NCC1CCCO1 (stereo not drawn)	5.0%
O=C(C[n+]1cc(-c2ccccc2)n2c1CCC2)Nc1nc(-c2ccc(F)cc2)cs1	3.5%
Cc1csc(-c2nc3ccccc3n2C)n1	-0.8%
CC[C@@H]1CC=C[C@H]2[C@H]1C(=O)N(Cc1ccccc1)[C@H]2c1ccc(OC)c(Cl)c1	6.2%[57.5 µM]
COc1cc(O)c(C(CCN2CCCC(C)C2)c2cc(OC)c(OC)c(OC)c2)c(OC)c1 (stereo not drawn)	2.3%[57.5 µM]
COC(=O)c1ccc(COc2ccc(/C=N/O)cc2)o1	31.3%
COc1cc(CCC(=O)OCC(=O)Nc2ccccc2OC(F)F)cc(OC)c1OC	1.3%
O=C(O)c1ccccc1P(=O)(c1ccccc1)c1ccccc1	4.9%
O=C(CN(Cc1ccccc1)C(=O)c1cccc([N+](=O)[O-])c1)Nc1c(Cl)cc(Cl)cc1Cl	?
O=S(=O)(c1ccc(Cl)cc1)N1CCC2(CC1)CO2	-1.4%
C(/CCc1ccccc1)=N\n1cnnc1	-13.0%
S=C(NCCCN1CCOCC1)NC1CCCC1	-5.5%
Cc1ccc(-n2cc(CNCCc3ncc(C)[nH]3)c(-c3ccc(F)cc3)n2)cc1	10.2%
Oc1ccccc1/C=N/Nc1ccnc(SCc2ccccc2)n1	13.1%
C/C(CCc1ccc2c(c1)OCO2)=N\N=C1\NC(=O)CC(C(=O)Nc2ccccc2F)S1 (stereo not drawn)	3.1%
Cc1cc(C(=O)NNC(=O)c2cccc(Cl)c2)no1	0.3%[57.5 µM]
Cc1cc(C)n2cc(CSc3ncn[nH]3)nc2n1	1.6%
COC(=O)/C(=N/Nc1ccccc1OC)N1CCCc2ccccc21	0.5%[57.5 µM]
NC(=O)COc1ccc2oc(-c3ccccc3)cc(=O)c2c1	-7.3%
COc1ccc(S(=O)(=O)n2nc(-n3c(C)ccc3C)c3c(F)cccc32)cc1OC	-17.9%[57.5 µM]
Cc1ccc2c(C(=O)N3CCN(c4ccccc4)CC3)cc(-c3cccnc3)nc2c1C	-7.1%
CCOc1cc(/C=C2\SC(=Nc3ccccc3)N(c3ccccc3)C2=O)ccc1OCC(=O)O	-6.3%
CC(C)(C)NC(=O)c1cccc(NC(=O)CSc2ccc(Cl)cc2)c1	-0.9%
CCOC(=O)c1ccc(NC(=O)CC2S/C(=N/N=C/c3c[nH]c4ccccc34)NC2=O)cc1 (stereo not drawn)	1.1%
Cc1ccc(/C=C/C(=O)Nc2sc(C)c(C)c2C(=O)OC(C)C)o1	10.0%
O=C(Nc1ccc(N2CCOCC2)cc1)c1cccc(S(=O)(=O)N2CCCCCC2)c1	-17.2%
O=C(c1ccc(OC2CCN(Cc3ccccn3)CC2)cc1)N1CCCCCC1	-3.9%

Seven of these compounds in a different format.
mol,ERK EGF block
Cc1cc(C)n2cc(CSc3ncn[nH]3)nc2n1,1.6%
COC(=O)/C(=N/Nc1ccccc1OC)N1CCCc2ccccc21,0.5%[57.5 µM]
NC(=O)COc1ccc2oc(-c3ccccc3)cc(=O)c2c1,-7.3%
COc1ccc(S(=O)(=O)n2nc(-n3c(C)ccc3C)c3c(F)cccc32)cc1OC,-17.9%[57.5 µM]
Cc1ccc2c(C(=O)N3CCN(c4ccccc4)CC3)cc(-c3cccnc3)nc2c1C,-7.1%
CCOc1cc(/C=C2\SC(=Nc3ccccc3)N(c3ccccc3)C2=O)ccc1OCC(=O)O,-6.3%
CC(C)(C)NC(=O)c1cccc(NC(=O)CSc2ccc(Cl)cc2)c1,-0.9%

Additional results.
SMILES	ERK EGF block
O=C1CC(C(=O)Nc2ccc(Cl)cc2)n2ncnc2N1 (stereo not drawn)	1.3%
O=S(=O)(Nc1ccc(N=Nc2ccccc2)cc1)c1ccccc1	-6.4%
Cc1cccc(OCC(=O)Nc2cc(S(=O)(=O)N3CCCCC3)ccc2N2CCN(C)CC2)c1	9.8%
COc1ccc(N(CC(=O)Nc2ccc3c(c2)OCO3)S(=O)(=O)c2ccccc2)cc1OC	6.0%[57.5 µM]
Cc1ccccc1NC(=O)Cn1nnc2ccccc21	-2.7%
CCCCN(CC)CCNC(=O)Cn1cnc2sc(C)c(S(=O)(=O)N3CCOCC3)c2c1=O	4.6%
COc1ccc(/C=N/NC(=O)c2cc(OC)c(OC)c(OC)c2)cc1CN1CCc2cc(OC)c(OC)cc2C1C (stereo not drawn)	3.0%[57.5 µM]
O=C(CCC1CCCN(Cc2ccc3c(c2)CCO3)C1)NCc1ccc(F)c(F)c1 (stereo not drawn)	6.9%
Cc1nccc2[nH]c(=O)c(C(=O)NC(C)CCc3ccccc3)cc12 (stereo not drawn)	2.0%[57.5 µM]
COC(=O)COc1ccc(C2NC(=O)NC(C)=C2C(=O)NCc2ccccc2)cc1OC (stereo not drawn)	5.3%
CN1CCN(C(=O)c2ccc(-n3cccn3)nc2)CC1	-3.9%
CN(C)c1ccc(/C=C2\C(=N)N3C(=NC2=O)Sc2cc(S(C)(=O)=O)ccc23)cc1	0.3%[57.5 µM]
Cc1ccc(S(=O)(=O)NCCSc2ncccn2)cc1	-4.7%
CCOc1ccc(-n2c(C)cc(/C=C3/C(=N)N4C(=NC3=O)SN=C4S(C)(=O)=O)c2C)cc1	2.4%
CC1CCCC(NC(=O)COC(=O)c2sc3ccccc3c2Cl)C1C (stereo not drawn)	-1.8%
CCCn1c(SCC(=O)Nc2cccc(S(=O)(=O)N3CCCC3)c2)n[nH]c1=O	-2.7%
COCC(=O)N1CCC2(CCCN(c3ccccc3)C2)CC1	0.8%
O=C(O)C(Cc1c[nH]c2ccccc12)N1CCS(=O)(=O)CC1 (stereo not drawn)	-8.2%
COc1ccc(N2C(=O)CC(S/C(N)=N/N=C/c3ccnc4ccccc34)C2=O)cc1 (stereo not drawn)	-6.9%
CCCCCC1CC(CC(=O)Nc2nncs2)C(=O)O1 (stereo not drawn)	-0.1%
Cc1ccc(C2=NNC(=O)C(c3c[nH]c4ccccc34)C2)cc1 (stereo not drawn)	-3.0%
CCOC(=S)SCC(=O)N1CCc2ccccc2C1C1C(=O)CC(C)(C)CC1=O (stereo not drawn)	-7.6%
O=C(NCC(=O)N(Cc1cccs1)C(C(=O)NC1CCCC1)c1cccnc1)c1ccco1 (stereo not drawn)	-4.5%
CN1CCCC2(CCN(C(=O)c3cnccn3)CC2)C1	-2.7%
COc1ccc(CCn2cnc(=O)c(C#N)c2C)cc1OC	-0.5%
COc1ccc(/C=N/NC(=O)c2cccc(COCC(F)(F)C(F)F)c2)cc1	1.5%
CCCOc1ccccc1NC(=O)CC1Nc2ccccc2NC1=O (stereo not drawn)	7.7%
CN1C(C(=O)NCCc2cccs2)CC2Cn3c(nc4cc(Cl)c(Cl)cc43)C21 (stereo not drawn)	-13.0%[57.5 µM]
CCCCN(C)C(=O)c1nc2ccccn2c1CN1CCN(c2ccccn2)CC1	1.3%
CC1CCCCC1NC(=O)C1CC=CCC1C(=O)O (stereo not drawn)	2.4%
COc1cc(C)c(-c2[nH]ncc2-c2csc(C)n2)c(O)c1	1.6%
CCC(=O)Nc1nnc(SCCN2CCOCC2)s1	2.7%
COc1ccc(-c2cc(C(=O)NN)[nH]n2)cc1OC	-2.3%
CCOc1ccc(N(CC(=O)NC2CCCCC2)S(=O)(=O)c2c(C)noc2C)cc1	-6.0%
COc1ccc(Cc2n[nH]c(=S)n2N)cc1OC	-5.9%
O=C(CSC1=NCCN1)Nc1cccc(C(F)(F)F)c1	-9.3%
O=S(=O)(Nc1ccccn1)c1ccc(C(F)(F)F)cc1Cl	2.4%[57.5 µM]
CNC(=O)C(=O)N/N=C/c1cccnc1	-0.8%[57.5 µM]
NC(=O)N/N=C/c1c(Sc2nnnn2-c2ccccc2)nc2ccccn2c1=O	-6.2%[57.5 µM]
Cn1c(O)c(/C=C2\C=Nc3ccccc32)sc1=Nc1ccc(C(=O)O)cc1	11.3%[57.5 µM]
NC(=O)c1ncn(C2OC(CO)C(O)C2O)n1 (stereo not drawn)	25.5%
CCCNC(=O)NS(=O)(=O)c1ccc(Cl)cc1	-1.3%
CC1CCCC(C)N1C(=O)COC(=O)c1cc(Br)ccc1Cl (stereo not drawn)	-0.5%
CC(C)(C)NC(=O)NC(=O)COc1ccc(Br)cc1Br	?
NC(=O)c1cc(-c2ccccc2)sc1NC(=O)CN1CCCCC1	-3.6%
CN(C)C(CNC(C(=O)Nc1ccc([N+](=O)[O-])cc1Br)c1ccccc1)c1ccccc1 (stereo not drawn)	0.7%
CCCCCCNC(=O)CC(NS(=O)(=O)c1ccc(OC)cc1)C(C)C (stereo not drawn)	0.9%
COc1cccc(C(=O)N2CCN(S(=O)(=O)Cc3ccccc3)CC2)c1OC	-2.4%
CSc1nc2ncc(C(=O)O)c(N)n2n1	-2.1%
COc1ccc(C)cc1N(CC(=O)N1CCc2ccccc2C1)S(C)(=O)=O	1.5%
OC1(c2cccs2)CN(c2ccccc2)C2=[N+]1CCCC2 (stereo not drawn)	2.3%
COc1cc2c(cc1OC)C(C1C(=O)CC(C)(C)CC1=O)N(C(=O)CCl)CC2 (stereo not drawn)	7.8%
Cc1cccc(OCCOCCN2CCNCC2)c1C	4.6%
CC(C)[C@@H](CC(=O)N[C@@H]1CCCC[C@H]1C(=O)N[C@H](CC(=O)N[C@@H](CCC(=O)O)CC(=O)O)Cc1ccccc1)NC(=O)C[C@H](CO)NC(=O)[C@@H]1CNCC[C@H]1N	-0.8%
CCN(CC)CCCC(C)n1c(-c2ccccc2)nc2c(NCCO)nc(C)nc21 (stereo not drawn)	-1.7%
N/C(=N\OC(=O)COc1ccc(Br)cc1Cl)c1cccnc1	-6.4%
Cc1ccccc1N1CCN(CCCOc2ccc3c(C)cc(=O)oc3c2)CC1	?
Cc1cc(C)c(NC(=O)COC(=O)c2ccc([N+](=O)[O-])s2)c(C)c1	-3.2%
CCCNC(=O)c1ccc2snnc2c1	1.8%
O=C(Nn1cnnc1)c1cc([N+](=O)[O-])cc([N+](=O)[O-])c1	-1.1%

Exported as comma-separated lines: entries from further up
Structure,ERK EGF block
O=S(=O)(Nc1ccccn1)c1ccc(C(F)(F)F)cc1Cl,2.4%[57.5 µM]
CNC(=O)C(=O)N/N=C/c1cccnc1,-0.8%[57.5 µM]
NC(=O)N/N=C/c1c(Sc2nnnn2-c2ccccc2)nc2ccccn2c1=O,-6.2%[57.5 µM]
Cn1c(O)c(/C=C2\C=Nc3ccccc32)sc1=Nc1ccc(C(=O)O)cc1,11.3%[57.5 µM]

Following part.
SMILES	ERK EGF block
c1cncc(CNc2ncnc3sccc23)c1	-6.8%
CCc1c2c(nc3ccc(OC)cc13)COC2	-4.6%
CC(=O)Nc1ccc(NC(=O)Nc2ccc3c(c2)N(C)C(=O)CS3)cc1	0.0%[57.5 µM]
O=C(Nc1ccc2nc(-c3ccco3)c(-c3ccco3)nc2c1)NC1CC1	-0.6%
O=C1/C(=C/c2ccc(O)cc2)SC(=S)N1CC1CCCO1 (stereo not drawn)	?
Cc1cc([N+](=O)[O-])nn1CC(=O)NCCCn1ccnc1	-7.3%
COc1ccccc1C(=O)NNC(=O)c1ccccc1F	2.5%
CCN(CC)c1ccc(/C=N/NC(=O)Cc2cccs2)c(O)c1	7.4%
COc1cccc(NC(=O)c2cc([N+](=O)[O-])ccc2NCc2cccnc2)c1	?
CCOc1cc(/C=C/c2cc(C(=O)O)c3ccccc3n2)ccc1O	-0.3%
Cc1ccc(SCn2nnc3ccccc3c2=O)c(C)c1	4.7%
COc1ccc(CCNC(=O)Cc2cccs2)cc1	-1.1%
CCC(=O)OC1(C)C(=O)C=C2C=C(c3ccc(C#N)cc3)OC=C2C1=O (stereo not drawn)	-13.1%
Cc1n[nH]c(=O)c2ccccc12	0.0%[57.5 µM]
Cc1ccc(/C=C2/SC(=S)N(CCC(=O)N3CCN(C)CC3)C2=O)cc1	4.5%

Reprinted from the part before: two entries, followed by the next part.
SMILES	ERK EGF block
Cc1n[nH]c(=O)c2ccccc12	0.0%[57.5 µM]
Cc1ccc(/C=C2/SC(=S)N(CCC(=O)N3CCN(C)CC3)C2=O)cc1	4.5%
O=C(N/N=C/c1ccc([N+](=O)[O-])o1)c1ccccc1NS(=O)(=O)c1cccs1	11.5%[57.5 µM]
COc1cc2c(C)c3c4c(cc(OC)c(OC)c4c2cc1OC)CCN3C	-0.9%
CSc1cccc(NC(=S)N2CCC(N(C)C3CCCCC3C)CC2)c1 (stereo not drawn)	4.7%
CCc1ccc(OCc2n[nH]c(=S)n2C(C)CCCC(C)C)cc1 (stereo not drawn)	13.4%
N#CC1=C(N)Oc2cc(O)ccc2C1c1cccnc1 (stereo not drawn)	-8.8%
CC(=O)c1c(N2CCN(CCO)CC2)nc(=S)n(-c2ccccc2)c1C	-10.0%
N=c1n(Cc2ccc(Cl)cc2)c2ccccc2n1CC(O)COc1ccccc1 (stereo not drawn)	?
COc1ccc(NC(=O)CSc2ccc(C)cc2)cc1	12.7%
Cc1ccc(-n2cc(CN(C)Cc3ncc[nH]3)c(-c3cccc(C)c3)n2)cc1	18.4%
C#CCOCCOCCOCCNc1nc(N2CCN(C(=O)[C@H](CCC(=O)O)n3cc(C(N)CO)nn3)CC2)nc(N2CCN(C(=O)[C@H](Cc3ccc(O)cc3)n3cc(C(N)[C@H](C)CC)nn3)CC2)n1 (stereo partly drawn)	3.4%[57.5 µM]
COc1ccccc1OCCNC(=O)Nc1cc(F)c(F)cc1Cl	7.1%[57.5 µM]
C=Cc1c(C)c2cc3[nH]c(cc4nc(cc5nc(cc1[nH]2)C(C)=C5CCC(=O)O)C(CCC(=O)O)=C4C)c(C)c3C=C	?
CC1(c2ccccc2)NC(=O)N(CC(=O)Nc2ccc([N+](=O)[O-])cc2)C1=O (stereo not drawn)	8.0%

Screening data deposited in PubChem by National Center for Advancing Translational Sciences (NCATS).
